Assay outcomes as filed in PubChem.
MKP-3 inhibition – MKP-3 phosphatase inhibitors, primary screen, biochemical, rat enzyme, in vitro (AID 425); recombinant MKP-3 phosphatase activity, fluorescence; higher % means a stronger effect; one-dose inhibition, % at 20 µM; IC50 in µM for titrated hits; hit rate 0.17% among 110,000; in the data active = inhibition above about 50%;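 note: plate controls were vehicle for no effect and reference inhibitor for full effect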
Hsp70 displacement – Hsp70 inhibitors, probe displacement, primary screen, biochemical, fluorescence polarization (AID 583); Heat shock 70 kDa protein 1A (Homo sapiens); displacement, % at 20 µM, or IC50 in µM where a hit was titrated; Hsp70 fluorescence polarization probe displacement, mP; higher % means a stronger effect; hit rate 0.06% among 140,000; in the data active = displacement above about 50%;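 note: plate controls were vehicle for no effect and reference ligand for full effect; a part of the inactive calls stands beside numbers as strong as those of hits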
* = called active by the depositor; . = not tested or not shown; & = joins results of further samples. A portion of the library; count on the stated rates, not on these rows.

SMILES	MKP-3 inhibition	Hsp70 displacement
COc1ccc(N(C(=O)C(C)C)S(=O)(=O)c2ccc3c(c2)n(C)c(=O)n3C)cc1	-3.9%	-4.4%
CN(C)c1ccc(/C=N/n2ncc3ccccc32)cc1	-0.5%	7.9%
COC(=O)c1ccc(NC(=O)CSc2n[nH]c(-c3ccncc3)n2)cc1	-8.1%	-1.3%
CCCn1c(-c2cccs2)nc2nc3ccccc3nc21	.	-2.3%
O=C(COc1ccc(Cl)cc1)NCCSc1ccccc1	.	4.8%
O=S(=O)(N/N=C/c1ccccc1C(F)(F)F)c1ccc(Cl)cc1	3.0%	-1.9%
COC1(OC)N=C(N)C2(C#N)C(c3cccc(Oc4ccccc4)c3)C12C#N (stereo not given)	5.2%	-2.9%
CCOc1ccccc1/C=C1/SC(=S)N(NC(=O)c2ccccc2C)C1=O	4.0%	-8.3%
Cn1nnc(NC(=O)c2ccccc2)n1	.	6.8%
O=C(CCc1ccc(S(=O)(=O)NCc2ccccc2)cc1)N1CCN(Cc2ccc3c(c2)OCO3)CC1	.	-0.2%
CC1(C)CC(O)(CCNCc2ccc3c(c2)OCO3)CCO1 (stereo not given)	-5.0%	-0.3%
O=C(C1CCN(S(=O)(=O)c2cccc3cccnc23)CC1)N1CCN(C2CCCCC2)CC1	1.0%	4.6%
COC(=O)c1ccc(NC2(C#N)C(=O)Nc3ccccc32)cc1 (stereo not given)	5.6%	4.6%
Cc1c(Cl)cccc1NC(=O)C1C(c2ccccc2)=C1c1ccccc1	2.7%	-0.9%
CC(C)C(C(=O)O)N1C(=O)/C(=C/c2ccccc2O)SC1=S (stereo not given)	-2.0%	6.6%
COc1ccccc1-c1nnc(SCC(=O)c2ccc(C3CCCCC3)cc2)n1Cc1ccco1	.	-8.2%
COc1ccc(N(C)C(=O)c2cnc(N3CCN(c4ncccn4)CC3)c3ccccc23)cc1	.	6.5%
O=C(c1ccco1)N1CCN(CC(O)Cn2c3ccccc3c3ccccc32)CC1 (stereo not given)	-4.3%	3.0%
CCCCOc1ccc(S(=O)(=O)N=Nc2c(O)[nH]c3ccc([N+](=O)[O-])cc23)cc1	2.3%	-6.1%
O=C(O)CSc1nnc(Cn2cnc3ccccc32)n1CCc1ccccc1	2.6%	-5.2%

Seven structures already listed, ordered by length of the SMILES, descending:
SMILES	MKP-3 inhibition	Hsp70 displacement
CCCCOc1ccc(S(=O)(=O)N=Nc2c(O)[nH]c3ccc([N+](=O)[O-])cc23)cc1	2.3%	-6.1%
COc1ccccc1-c1nnc(SCC(=O)c2ccc(C3CCCCC3)cc2)n1Cc1ccco1	.	-8.2%
COC1(OC)N=C(N)C2(C#N)C(c3cccc(Oc4ccccc4)c3)C12C#N (stereo not given)	5.2%	-2.9%
O=C(c1ccco1)N1CCN(CC(O)Cn2c3ccccc3c3ccccc32)CC1 (stereo not given)	-4.3%	3.0%
COC(=O)c1ccc(NC2(C#N)C(=O)Nc3ccccc32)cc1 (stereo not given)	5.6%	4.6%
O=C(COc1ccc(Cl)cc1)NCCSc1ccccc1	.	4.8%
Cn1nnc(NC(=O)c2ccccc2)n1	.	6.8%

More results follow:
SMILES	MKP-3 inhibition	Hsp70 displacement
O=C(c1ccco1)N1CCCN(C(=O)c2ccco2)CC1	-15.5%	2.0%
O=C(CN1CCN(Cc2ccccc2F)C1=O)NCc1ccco1	.	-4.1%
O=C(Nc1ncc(Cc2cccc(Cl)c2)s1)C1CCCO1 (stereo not given)	.	-1.0%
OC(Cn1cncn1)c1ccc(Cl)cc1 (stereo not given)	3.0%	-1.0%
CCN(CC)c1ccc(/C=C(\NC(=O)c2ccccc2)C(=O)NN)cc1	1.4%	-18.5%
CCC(c1nnnn1Cc1ccccc1)N(Cc1ccco1)Cc1cc2cc(OC)ccc2[nH]c1=O (stereo not given)	-1.6%	-2.5%
COCCN1C(=O)C(CC(=O)Nc2ccc(C(=O)O)cc2)SC1=Nc1ccccc1 (stereo not given)	-0.5%	-0.3%
Cc1ccc(CN2CCN(C(=O)CCN3C(=O)c4ccccc4C3=O)CC2)cc1	-7.6%	3.7%
C=CCNc1ncnc2c1[nH]c1ccc(Cl)cc12	.	-1.5%
O=C(Nn1c(=O)[nH]c2ccsc2c1=O)c1ccccc1	-4.4%	-1.6%
COCCN1C=C(C(=O)OC)C(c2cc(Br)c(OC)c(OC)c2)C(C(=O)OC)=C1	-7.2%	4.8%
O=C(COC(=O)c1ccco1)Nc1cccc(Br)c1	-4.6%	-1.7%
Cc1nc(NC(C)C(=O)O)c2nc(C)oc2n1 (stereo not given)	0.7%	2.5%
CN(C)c1nc2c(c(=O)n(C)c(=O)n2C)n1CC(=O)c1cccs1	-13.1%	.
COc1ccc2nc(NC(=O)c3ccc(C)c(C)c3)sc2c1	2.9%	-1.1%
O=C1C(=O)N(CCCn2ccnc2)C(c2ccccc2[N+](=O)[O-])/C1=C(\O)c1ccc(Cl)cc1 (stereo not given)	-5.6%	5.1%
CCCOC(=O)c1cccc(NC(=O)c2cccc(Cl)c2)c1	2.9%	2.9%
CC(C)(CO)NC(=O)NC12CC3CC(CC(C3)C1)C2	1.3%	0.9%
COc1cccc(-c2nnc3n2N=C(C(C)(C)C)CS3)c1	3.6%	3.9%
COc1cc(C2C(C(=O)OCc3ccccc3)=C(C)NC(C)=C2C(=O)OCc2ccccc2)ccc1O	2.5%	-1.1%
CCOC(=O)N1CCN(C(=O)C2CCN(Cc3nc(-c4ccccc4C)oc3C)CC2)CC1	1.9%	-1.1%
Cc1ccnc(NS(=O)(=O)c2ccc(NC(=O)C34CC5CC(C)(CC(C)(C5)C3)C4)cc2)n1	.	1.2%
COc1ccc(C(NC(=O)CC(C)C)NC(=O)CC(C)C)cc1OC	3.6%	-2.2%&-7.5%
C/C(=N\NS(=O)(=O)c1ccc(Cl)cc1)C1CC2CCC1C2 (stereo not given)	-0.5%	1.2%
O=c1c2c(nc3c(-c4ccccc4)c[nH]n13)CCC2	.	-0.5%
Cc1ccc(N(CC(=O)Nc2ccc(F)c(Cl)c2)S(=O)(=O)c2c(C)noc2C)cc1	-1.0%	-3.5%
CCOC(=O)c1cn(CC)c2ccc(S(=O)(=O)N3CC(C)CC(C)C3)cc2c1=O (stereo not given)	4.0%	-5.3%
COC(=O)c1c(O)ccc(-c2ccc(OC)cc2)c1C(=O)OC	3.0%	0.9%
CC1(C)NC(=O)N(CCCCOc2ccc3ccccc3c2Cl)C1=O	.	6.1%
COC(=O)[C@H](C)NC(=O)Nc1ccc(OC(F)(F)F)cc1	-4.0%	0.1%
CCOc1ccc(S(=O)(=O)N(C)CCO)cc1-c1nc2c(C(C)(C)C)nn(C)c2c(=O)[nH]1	-0.2%	3.4%
O=C(O)c1c(Br)c(Br)c(Br)c(Br)c1C(=O)N1CCCC1	0.8%	4.9%
COc1ccc(Cl)cc1N(CC(=O)NCC1CCCO1)S(=O)(=O)c1ccc(C)c([N+](=O)[O-])c1 (stereo not given)	1.6%	0.7%
CCN(CC)C(=O)Nc1cnc2ccccc2c1	-13.1%	-16.2%
O=C(NCCN1CCOCC1)C1CC2CCC1C2 (stereo not given)	-0.4%	1.7%
COc1ccc(C(=O)C(c2ccccc2)N2CCOCC2)cc1 (stereo not given)	-8.2%	-0.3%
O=C(NCc1ccc2c(c1)OCO2)c1ccc(C#CC2(O)CCCCC2)cc1	6.3%	0.6%
NC(=O)c1c(NC(=O)c2cnccn2)sc2c1CCCC2	1.1%	-0.8%
CC(C)(C)c1ccc(-c2cc(N)n(-c3ccccc3)n2)cc1	2.1%	-3.6%
Brc1cc2c(cc1COc1ccc(-c3nn[nH]n3)cc1)OCO2	-0.1%	6.6%
CC1CCCN(S(=O)(=O)c2ccc(Br)s2)C1 (stereo not given)	0.7%	-4.8%
COc1ccccc1N(CC(=O)NC1CCCCC1)C(=O)c1csnn1	.	-3.2%
CCn1c(=O)cc(SCC(=O)N2CCN(Cc3ccc4c(c3)OCO4)CC2)c2ccccc21	-11.5%	-7.3%
CCc1ccccc1OCCCN(CC)CC	3.0%	-0.2%
COc1ccccc1N=c1oc2cc(O)ccc2cc1C(=O)NCC1CCCO1 (stereo not given)	-1.5%	2.4%
Cc1ccccc1NC(=O)CCCN1C(=O)/C(=C/c2cccc3c2OCO3)SC1=S	4.3%	-5.5%
C/C(N)=C(/C#N)C(=O)COC(=O)CC12CC3CC(CC(C3)C1)C2	.	-0.5%
CCOc1cc(C=C2C(=O)NC(=O)NC2=O)ccc1OCCOc1ccccc1C	0.8%	0.0%
O=C(COC(=O)C1COc2ccccc2O1)Nc1ccc2c(c1)CCC2 (stereo not given)	-0.5%	2.6%
CC(CN1CCCCC1)OC(=O)C(C)(c1ccccc1)c1ccccc1 (stereo not given)	.	2.2%
COc1ccc(OC)c(NS(=O)(=O)c2ccc(N3CCCC3=O)cc2)c1	2.0%	-3.2%
CCOC(=O)c1sc(NC(=O)c2ccccc2C)nc1C	1.7%	-7.4%
CCc1ccc(NC(=O)c2c(-c3c(Cl)cccc3Cl)noc2C)cc1	0.3%	-0.2%
Nc1ccccc1N1CCN(C(=O)c2ccccc2)CC1	.	-1.3%
CCOC(=O)c1ccc(N2C(=O)CC(N3CCN(C(=O)c4ccco4)CC3)C2=O)cc1 (stereo not given)	-10.1%	-7.2%
COc1ccccc1CNC(=O)CCC(=O)Nc1nnc(C)s1	-3.3%	-3.7%
Cc1ccccc1C(=O)NC1CCN(Cc2nnnn2Cc2ccccc2)CC1	-8.1%	2.7%
Cc1ccc(-n2c(Cc3cccs3)nnc2SCC(N)=O)cc1	.	5.2%
O=C(Cn1c(=O)c2c(ncn2Cc2ccccc2)n(Cc2ccccc2)c1=O)N1CCCC1	-4.1%	1.5%
CCOc1ccc2nc(SCC(=O)Nc3cc(C)cc(C)c3)sc2c1	2.2%	0.5%

Overlap with the part before: 3 compounds; new compounds follow.
SMILES	MKP-3 inhibition	Hsp70 displacement
Cc1ccc(-n2c(Cc3cccs3)nnc2SCC(N)=O)cc1	.	5.2%
O=C(Cn1c(=O)c2c(ncn2Cc2ccccc2)n(Cc2ccccc2)c1=O)N1CCCC1	-4.1%	1.5%
CCOc1ccc2nc(SCC(=O)Nc3cc(C)cc(C)c3)sc2c1	2.2%	0.5%
O=C(NC1CCCCC1)c1ccc(CS(=O)(=O)Cc2ccccc2F)o1	-0.8%	-0.3%
Cc1ccc(NS(=O)(=O)c2ccc(CCC(=O)NC3CC3)cc2)cc1	.	-1.2%
CCC(NC(=O)C1CCC1)c1ccccc1 (stereo not given)	.	3.6%
CC(Sc1nc(-c2ccccc2)cc(=O)[nH]1)C(=O)O (stereo not given)	.	-0.8%
CCN(CC)c1ccc(C=Nc2ccccc2)c(O)c1	.	-2.4%
Cc1ccc2nsnc2c1S(=O)(=O)N(CCO)Cc1cc2cc3c(cc2[nH]c1=O)OCCO3	-10.2%	4.8%
CCOc1ccc(/C(O)=C2/C(=O)C(=O)N(CC3CCCO3)C2c2ccc(C)o2)cc1 (stereo not given)	1.7%	0.3%
COc1cc(C(=O)N(Cc2ccc(N(C)C)cc2)C2CCS(=O)(=O)C2)cc(OC)c1OC (stereo not given)	-7.3%	2.2%
Cc1occc1C(=O)Nc1ccc(Br)cc1F	.	7.5%
O=C(CCCN1C(=O)/C(=C/c2cccs2)SC1=S)N1CCOCC1	3.2%	-3.6%
CCCCn1c(=O)n(CC(=O)NCc2ccc(C)cc2)c(=O)c2c1nc(CO)n2CCC	-1.8%	-2.6%
O=C(c1ccccc1Oc1ccccc1)N1CCN(c2ccccc2F)CC1	.	-0.7%
Cn1c(-c2cc(Br)ccc2O)n[nH]c1=S	-6.5%	1.2%
Cc1cc(=S)cc(C)n1CCCO	6.7%	6.3%
CCOC(=O)C1=C(c2ccccc2)NC(=S)NC1c1cccc(OC)c1OC (stereo not given)	0.5%	-5.0%
CCN(CC)S(=O)(=O)c1cccc2c(N(C)C)cccc12	3.1%	0.8%
Cc1onc(-c2ccccc2Cl)c1C(=O)NCCNc1c(Cl)cccc1[N+](=O)[O-]	4.2%	-0.9%
COc1ccccc1NC(=O)CSc1ccc2nnc(-c3cccnc3)n2n1	2.3%	0.2%
O=C(COC(=O)c1cccc(N2C(=O)CCC2=O)c1)c1ccccc1	-1.0%	-0.8%
CCC(=O)Nc1sc2c(c1C(=O)N(C)C)CCCCC2	.	2.1%
CCOC(=O)C1=C(O)/C(=C/c2ccc(N(CC)CC)cc2)SC1=Nc1ccc(OC)cc1	7.7%	-87.6%
O=C(Cc1ccc(Br)cc1)N1CCCCCC1	1.1%	-0.3%
CC(=O)N1CCc2cc(S(=O)(=O)NCCC3=CCCCC3)ccc21	3.7%	3.6%
Cc1ccc(S(=O)(=O)N(CC(=O)Nc2ccccc2F)c2cc(C)cc(C)c2)cc1	-1.6%	5.0%
COCC(C)NCc1ccc(OC)cc1 (stereo not given)	0.0%	5.0%
Cc1cc(C(=O)CN2C(=O)NC3(CCCc4ccccc43)C2=O)c(C)n1Cc1cccs1 (stereo not given)	-2.3%	5.9%
CCOc1ccc(NC(=S)NC(=O)/C=C/c2ccc(C)cc2)c([N+](=O)[O-])c1	4.1%	-0.8%
COc1ccc(C2C3=C(CC(C)(C)CC3=O)Oc3ncn(Cc4ccccc4)c(=N)c32)cc1 (stereo not given)	.	8.0%
COc1cc(/C=N/Nc2nnc(C)c(=O)[nH]2)ccc1O	0.5%	-58.7%
Cc1ccc(F)c(NC(=O)C2CCCCC2C(=O)O)c1 (stereo not given)	-6.2%	1.8%
O=C(NC1CCCCC1)N1CCCCCCC1	6.0%	-0.4%
Cc1ccc(N(CC(=O)N2CCOCC2)S(C)(=O)=O)cc1Cl	-1.2%	1.2%
CCOC(=O)Cn1c(=O)n(CC(=O)OCC)c2ccccc21	-4.9%	-1.1%

Two entries picked at random from those above, as already listed:
SMILES	MKP-3 inhibition	Hsp70 displacement
Cc1ccc(N(CC(=O)N2CCOCC2)S(C)(=O)=O)cc1Cl	-1.2%	1.2%
CCOC(=O)C1=C(O)/C(=C/c2ccc(N(CC)CC)cc2)SC1=Nc1ccc(OC)cc1	7.7%	-87.6%
